Source: PubChem
ALOX12 inh: Primary qHTS assay for inhibitors of human arachidonate 12S-lipoxygenase (ALOX12): Round 2; Polyunsaturated fatty acid lipoxygenase ALOX12 (Homo sapiens), P18054; purified 12hLO, xylenol orange hydroperoxide absorbance; Potency, µM (doses to about 108 µM), for the others: at the highest dose activity change, negative = inhibition, hits mostly inhibitors; actives 1.1% (n = 580,000); further: potency means the concentration at half of the fitted maximal effect
Target sequence (P18054 whole entry, looked up): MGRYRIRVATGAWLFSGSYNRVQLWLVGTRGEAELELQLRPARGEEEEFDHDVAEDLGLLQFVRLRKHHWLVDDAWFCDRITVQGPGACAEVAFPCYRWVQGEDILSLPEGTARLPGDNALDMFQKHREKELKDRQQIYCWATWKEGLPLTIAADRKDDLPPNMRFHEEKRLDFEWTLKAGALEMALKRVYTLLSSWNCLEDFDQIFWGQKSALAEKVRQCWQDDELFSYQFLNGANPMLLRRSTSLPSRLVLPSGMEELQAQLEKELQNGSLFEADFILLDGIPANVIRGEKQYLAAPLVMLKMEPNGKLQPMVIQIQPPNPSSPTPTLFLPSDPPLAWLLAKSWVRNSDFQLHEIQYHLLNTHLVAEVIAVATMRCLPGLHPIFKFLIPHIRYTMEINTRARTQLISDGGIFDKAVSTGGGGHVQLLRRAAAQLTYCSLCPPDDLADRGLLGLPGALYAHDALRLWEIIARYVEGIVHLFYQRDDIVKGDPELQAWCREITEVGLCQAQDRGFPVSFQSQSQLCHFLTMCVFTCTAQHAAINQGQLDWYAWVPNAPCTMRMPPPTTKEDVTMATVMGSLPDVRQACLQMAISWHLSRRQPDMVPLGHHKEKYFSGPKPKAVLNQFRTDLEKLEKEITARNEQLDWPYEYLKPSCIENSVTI
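Hydroperoxide product was detected by ferrous iron/xylenol orange as the 573 to 405 nm absorbance ratio. Arachidonic acid at 40 uM (final) was turned over for 30 min at room temperature by 150 nM human 12hLO, pH 7.0 Hepes buffer, after 15 min compound preincubation.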
G9a block: qHTS Assay for Inhibitors of Histone Lysine Methyltransferase G9a; Histone-lysine N-methyltransferase EHMT2 (Homo sapiens), Q96KQ7; G9a H3K9 monomethylation, AlphaScreen, 2 h; Potency, µM (doses to about 102 µM), without a hit: at the highest dose activity, negative = inhibition, hits mostly inhibitors; actives 8.8% (n = 350,000); AID 504332, 2011; further: potency means the concentration at half of the fitted maximal effect; nearly all actives have a fitted effect of over 75% in size
Target sequence (Q96KQ7 913-1193 limits assumed): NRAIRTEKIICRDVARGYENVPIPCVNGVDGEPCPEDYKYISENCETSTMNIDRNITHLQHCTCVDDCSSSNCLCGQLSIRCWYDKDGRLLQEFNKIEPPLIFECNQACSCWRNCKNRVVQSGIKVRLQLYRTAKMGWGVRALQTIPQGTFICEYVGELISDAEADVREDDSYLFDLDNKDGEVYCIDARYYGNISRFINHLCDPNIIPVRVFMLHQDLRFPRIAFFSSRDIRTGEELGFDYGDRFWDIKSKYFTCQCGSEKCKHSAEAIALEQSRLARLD
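Chemiluminescent proximity detection of H3K9 monomethylation, read after 10 min bead incubation in the dark. Reaction: 20 nM G9a, 500 nM biotin-H3K9 peptide, 20 uM SAM cofactor, 2 h, room temperature, following 15 min enzyme-compound preincubation.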
PI4K2A block: qHTS for small molecular inhibitors of PI4K2A. Phosphatidylinositol 4-kinase type 2-alpha (Homo sapiens), Q9BTU6. purified PI4K2A, ADP-Glo luminescence, 1 h; active compounds read low. activity change, negative = inhibition, % at 76.9 µM. actives 0.13% (n = 420,000). AID 1346378, 2018; in the data active means activity change below about -50%; inconclusive means mostly about -30% to -49%;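 further: -100% = wells without enzyme as full effect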
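ADP-Glo luminescence measured ADP generated by PI4K2A enzyme (4 ug/mL before mixing) with 1.2 mM PI substrate (pre-mix) and 300 microM ATP (pre-mix). Tris pH7.5 buffer with MgCl2, Triton X-100; 1 h reaction at ambient temperature.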
GLS inh: qHTS for Inhibitors of Glutaminase (GLS); Glutaminase kidney isoform, mitochondrial (Homo sapiens), O94925; GLS enzymatic activity, qHTS titration; Potency, µM (titrated, usually from 45.5 µM), inactives show top-dose activity change, negative = inhibition, most hits filed as inhibitors; actives 0.21% (n = 410,000); AID 624170, 2012; further: potency means the concentration at half of the fitted maximal effect
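hKGA in 45 mM KH2PO4 (pH 8.2), 0.02% Tween-20 with compound, then 1mM L-Glutamine (stock as added) plus glutamate oxidase/HRP/Amplex red coupling mix. Fluorescence read initially and after 30 min at RT; signal change reflects glutamate formation.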
* marks the source's active call; other numbers are inactive results; ? = inconclusive; / = not tested or not shown; ! = not confirmed by another sample; [ ] = remark or other dose. Unless noted, the call rests on the fitted dose curve; in most records, active means well fitted curve in the direction sought with a large enough effect; inconclusive means small, poorly fitted or top-dose-only effect, or another doubt; inactive means no such curve, though single readings can be large; an effect the other way counts as inactive or inconclusive. Unless noted, on the % scale 0 is the no-effect control and ±100 the full control effect.

SMILES | ALOX12 inh | G9a block | PI4K2A block | GLS inh
O=[N+]([O-])C1C(c2ccccc2)C12c1ccccc1-c1ccccc12 (centres undefined) | / | / | 3 | 5%
COCCNC(=O)C1(C)CCCN(Cc2ccc(Cl)nc2)C1 (centres undefined) | / | / | -1 | -2%
Cc1ccc(Cc2c(-c3ccc(C)cc3)nc3c(Cl)cc(C(F)(F)F)cn23)cc1 | / | / | -2 | 1%
CCc1nc2c(OCCOc3ccccc3)cccn2c1N(C)C(=O)C1CC1 | / | / | 3 | -4%
CCCS(=O)(=O)NC(=O)C1(C)CCN(C(=O)c2ccc(F)cc2Cl)C1 (centres undefined) | / | / | 1 | -1%
O=C(Nc1ccccc1)OCCc1ccccc1 | / | / | 1 | 7%
CC(=O)c1cccc(NC(=O)C2Cc3c(-c4ccc(Cl)cc4)ccnc3O2)c1 (centres undefined) | / | / | -1 | 7%
CSC1=NC=C(C#N)C2=NC(c3c(Cl)cccc3Cl)NN12 (centres undefined) | / | / | 6 | 11µM*
CNc1nc(NCCOc2ccccc2)c2sccc2n1 | / | / | -3 | -3%
COc1cccc(-c2cnc(C(O)c3ccc(C)c(F)c3)[nH]2)c1 (centres undefined) | / | / | 1 | -6%

A second format for part of the listing above.
Compound	ALOX12 inh	G9a block	PI4K2A block	GLS inh
CCc1nc2c(OCCOc3ccccc3)cccn2c1N(C)C(=O)C1CC1	/	/	3	-4%
CC(=O)c1cccc(NC(=O)C2Cc3c(-c4ccc(Cl)cc4)ccnc3O2)c1 (centres undefined)	/	/	-1	7%
Cc1ccc(Cc2c(-c3ccc(C)cc3)nc3c(Cl)cc(C(F)(F)F)cn23)cc1	/	/	-2	1%
CCCS(=O)(=O)NC(=O)C1(C)CCN(C(=O)c2ccc(F)cc2Cl)C1 (centres undefined)	/	/	1	-1%

Continuation:
SMILES | ALOX12 inh | G9a block | PI4K2A block | GLS inh
Cc1cc2nc(-c3cccc(Cl)c3)c(Cc3ccccc3)n2c(C)c1Br | / | / | 3 | 23%
Cc1cccc(C)c1N1CCN(C(c2cc3ccccc3o2)c2nnnn2C(C)(C)C)CC1 (centres undefined) | / | / | -7 | -7%
NC(=O)c1c(NC(=O)c2ccccc2F)sc2c1CCC2 | / | / | 5 | -4%
Cc1cc(Br)cn2c(Cc3ccsc3)c(-c3ccc(C#N)cc3)nc12 | / | / | -3 | 22%
COc1ccc(OC(F)(F)F)cc1CC1(C)C(=O)Nc2c(Cl)ccc(Cl)c21 (centres undefined) | / | / | -5 | -2%
Nc1nc(F)nc2c1ncn2[C@@H]1O[C@H](COP(=O)(O)O)[C@@H](O)[C@@H]1O | / | / | 0 | -12%
CCNc1ncc2nc(-c3ccc(Cl)cc3)c(=O)n(CCC#N)c2n1 | ? | -28%[0.501 µM] | / | /
CS(=O)(=O)Nc1cccc(-c2nc(NCc3ccccc3)c3ccccc3n2)c1 | ? | 3%[0.501 µM] | / | /
Cn1cccc1C(=O)N1CCC[C@@]2(CCN(C(c3ccccc3)c3ccccc3)C2)C1 | -2%[57.4 µM] | -1%[12.7 µM] | / | /
O=C(c1cnccn1)N1CCC2(CC1)CN(Cc1ccccc1)C2 | 5%[57.4 µM] | -3%[12.7 µM] | / | /
COc1cccc(Nc2ncc3nc(C)c(=O)n(Cc4cccs4)c3n2)c1 | 0% | 1%[0.501 µM] | / | /
Nc1nc2c(ncn2[C@@H]2O[C@H](COP(=O)(O)OP(=O)(O)OP(=O)(O)O)[C@@H](O)C2O)c(=O)[nH]1 (some centres undefined) | ? | 4%[59 µM] | / | /
O=C(c1cc(C(F)(F)F)cc(C(F)(F)F)c1)N1CCC2(CCN(Cc3ccncc3)CC2)CC1 | -12%[57.4 µM] | 3%[12.7 µM] | / | /
O=c1c(-c2ccc(F)cc2)nc2cncnc2n1Cc1ccccc1 | -5% | -10%[0.501 µM] | / | /
O=C(c1cnccn1)N1CCC2(CC1)CN(C(c1ccccc1)c1ccccc1)C2 | 6%[57.4 µM] | 4%[12.7 µM] | / | /
C=C(C)[C@H]1CC=C(CO)CC1 | ? | 26%[59 µM] | / | /
O=C(c1csnn1)N1CCC2(CCN(Cc3ccccc3)CC2)CC1 | 18%[57.4 µM] | -7%[12.7 µM] | / | /
COc1ccc(-n2c(=O)cnc3cnc(Nc4ccccc4)nc32)cc1 | 193%[activator] | 7%[12.7 µM] | / | /
COCC(=O)N1CCC2(CC1)CCN(c1cccc(-c3ccccc3)c1)CC2 | -29%[57.4 µM] | -5%[12.7 µM] | / | /
Cn1c(=O)c(-c2ccccc2)nc2cnc(N3CCNCC3)nc21 | ? | -11%[12.7 µM] | / | /
CCNc1ncc2nc(CCc3ccccc3)c(=O)n(C3CC3)c2n1 | ? | 4%[0.501 µM] | / | /
COCCNc1cc(-c2ccccc2C)ncn1 | ? | 2%[0.501 µM] | / | /
CC(=O)N1CCC2(CCCN(c3ccc(-c4ccccc4)cc3)C2)CC1 | ? | -1%[12.7 µM] | / | /
C[C@H](NC[C@H](O)CP(=O)(O)Cc1ccccc1)c1ccc(Cl)c(Cl)c1 | 20µM*! | -5%[59 µM] | / | /
O=C(c1cnccn1)N1CCC[C@@]2(CCN(Cc3ccncc3)C2)C1 | 10%[57.4 µM] | -3%[12.7 µM] | / | /
Cn1c(=O)c(CCc2ccccc2)nc2cnc(N3CCNCC3)nc21 | 58%[activator] | 22%[12.7 µM] | / | /
Clc1ccccc1-c1cc(NCc2ccccc2)ncn1 | ? | -1%[0.501 µM] | / | /
CN(C)C(=O)c1ccc(-c2ccc3ncnc(NCc4cccs4)c3c2)cc1 | ? | 2%[0.501 µM] | / | /
COc1cccc(-c2cc(N(C)Cc3ccco3)ncn2)c1 | -24% | -2%[0.501 µM] | / | /
Cc1noc(C)c1-c1nccc(NCc2ccccc2)n1 | ? | -49%[0.501 µM] | / | /
COc1cccc(Nc2ncc3nc(-c4ccc(F)cc4)c(=O)n(CCC#N)c3n2)c1 | 103%[activator] | 4%[12.7 µM] | / | /
O=c1c(-c2ccccc2)nc2cnc(N3CCOCC3)nc2n1CCc1ccccc1 | 58% | 22%[0.501 µM] | / | /
CN(C)C(=O)c1ccc(-c2cc(N(C)Cc3ccco3)ncn2)cc1 | -9% | 12%[0.501 µM] | / | /
COc1ccccc1CNc1nc(-c2cccnc2)nc2ccccc12 | -21% | -3%[0.501 µM] | / | /
O=C(c1cccc(F)c1)N1CCC2(CCCN(Cc3ccncc3)C2)CC1 | 4%[57.4 µM] | -2%[12.7 µM] | / | /
CS(=O)(=O)Nc1cccc(-c2cncnc2Nc2ccc(F)cc2)c1 | ? | -3%[0.501 µM] | / | /
COc1cccc(Cn2c(=O)cnc3cnc(OCc4ccccc4)nc32)c1 | ? | 10%[0.501 µM] | / | /
CS(=O)(=O)N1CCC[C@@]2(CCN(c3ccccc3)C2)C1 | -1%[57.4 µM] | -27%[12.7 µM] | / | /
COc1ccc(-n2c(=O)c(CCc3ccccc3)nc3cnc(OC)nc32)cc1 | ? | -3%[0.501 µM] | / | /
CNc1nc(-c2cccc(NS(C)(=O)=O)c2)nc2ccccc12 | ? | 0%[0.501 µM] | / | /

Next section, starting with the last five of the part before.
SMILES | ALOX12 inh | G9a block | PI4K2A block | GLS inh
CS(=O)(=O)Nc1cccc(-c2cncnc2Nc2ccc(F)cc2)c1 | ? | -3%[0.501 µM] | / | /
COc1cccc(Cn2c(=O)cnc3cnc(OCc4ccccc4)nc32)c1 | ? | 10%[0.501 µM] | / | /
CS(=O)(=O)N1CCC[C@@]2(CCN(c3ccccc3)C2)C1 | -1%[57.4 µM] | -27%[12.7 µM] | / | /
COc1ccc(-n2c(=O)c(CCc3ccccc3)nc3cnc(OC)nc32)cc1 | ? | -3%[0.501 µM] | / | /
CNc1nc(-c2cccc(NS(C)(=O)=O)c2)nc2ccccc12 | ? | 0%[0.501 µM] | / | /
CS(=O)(=O)Nc1cccc(-c2ccc3ncnc(Nc4ccccc4)c3c2)c1 | ? | -28%[0.501 µM] | / | /
CN(C)C(=O)c1ccc(-c2ccc3ncnc(NCCN4CCOCC4)c3c2)cc1 | ? | -34%[0.501 µM] | / | /
Cc1noc(C)c1-c1nc(N2CCN(C)CC2)c2ccccc2n1 | 18µM* | 0%[0.501 µM] | / | /
COc1ccccc1CCn1c(=O)c(C)nc2cncnc21 | 0% | -23%[12.7 µM] | / | /
Cc1noc(C)c1C(=O)N1CCC2(CC1)CCN(c1cccc(-c3ccccc3)c1)CC2 | -21%[57.4 µM] | 4%[12.7 µM] | / | /
O=C(Nc1cccc(F)c1)N1CC[C@@]2(CCCN(C(=O)c3cc(C(F)(F)F)cc(C(F)(F)F)c3)C2)C1 | 0%[57.4 µM] | -1%[12.7 µM] | / | /
O=c1cnc2cnc(N3CCNCC3)nc2n1CCc1ccccc1 | 0% | -27%[12.7 µM] | / | /
Cn1cccc1C(=O)N1CCC2(CC1)CN(C(=O)Nc1cccc(F)c1)C2 | ? | 15%[12.7 µM] | / | /
c1nc(NC2CCNCC2)c2cc(-c3ccoc3)ccc2n1 | ? | -34%[0.501 µM] | / | /
CN(C)c1nc(-c2cccc(NS(C)(=O)=O)c2)nc2ccccc12 | ? | 2%[0.501 µM] | / | /
COc1cccc(-c2ccc3ncnc(NCCc4c[nH]c5ccc(OC)cc45)c3c2)c1 | -26% | 6%[0.501 µM] | / | /
COc1ccc2[nH]cc(CCNc3ncncc3-c3cccc(C#N)c3)c2c1 | -5% | -8%[0.501 µM] | / | /
CN1CCN(c2cc(-c3ccoc3)ncn2)CC1 | 11µM* | -37%[0.501 µM] | / | /
O=C(c1cc(C(F)(F)F)cc(C(F)(F)F)c1)N1CCC2(CC1)CN(c1ccncc1)C2 | -1%[57.4 µM] | 47%[12.7 µM] | / | /
CCCCCCCCCCCCCCC[C@@H](O)[C@H](CO)NC(C)=O | 7%[12.5 µM] | 17%[59 µM] | / | /
CCC(=C(CC)c1ccc(O)cc1)c1ccc(O)cc1 | ? | 11%[21.5 µM] | / | /
N#CCCn1c(=O)cnc2cnc(Oc3ccccc3)nc21 | ? | 7%[0.501 µM] | / | /
Cc1noc(C)c1C(=O)N1CCC2(CC1)CN(c1cccc(-c3ccccc3)c1)C2 | ? | -4%[12.7 µM] | / | /
N#CCCn1c(=O)c(-c2cc(F)cc(F)c2)nc2cnc(Oc3cccc(Cl)c3)nc21 | 0% | -3%[12.7 µM] | / | /
CC(C)NC(=O)N1CCCC2(CCN(C(=O)c3ccco3)CC2)C1 | ? | 1%[12.7 µM] | / | /
CC(=O)N1CCC2(CC1)CN(C(=O)Nc1cccc(C#N)c1)C2 | 7%[57.4 µM] | 8%[12.7 µM] | / | /
Cc1noc(C)c1C(=O)N1CCC[C@@]2(CCN(c3ccccn3)C2)C1 | 4%[57.4 µM] | -3%[12.7 µM] | / | /
COCCNc1ccnc(-c2ccccc2C(F)(F)F)n1 | -31% | -4%[0.501 µM] | / | /
CCNc1ncc2nc(-c3ccc(OC)cc3)c(=O)n(Cc3ccc(F)cc3)c2n1 | 0% | 0%[0.501 µM] | / | /
COc1ccc(C(=O)N2CCC3(CCCN(c4ccncc4)C3)CC2)cc1 | 3%[57.4 µM] | ? | / | /
Fc1ccc(Nc2ccnc(-c3ccccc3C(F)(F)F)n2)cc1 | ? | 6%[0.501 µM] | / | /
CCCCC[C@H](O)/C=C/[C@H]1C(=O)C=C[C@@H]1C/C=C\CCCC(=O)O | -8%[12.5 µM] | 28%[59 µM] | / | /
COc1cccc(Cn2c(=O)c(-c3cn(C)c4ccccc34)nc3cnc(OC)nc32)c1 | 40µM* | -4%[0.501 µM] | / | /

An excerpt; rates above refer to the full screens.
